# CBFb-RUNX1 inh: CBF-beta/RUNX1 interaction disruption; AlphaScreen CBFb-His/RUNX1-biotin binding, biochemical; Potency, µM (top dose mostly 59.8 µM), inactives show at the top dose activity, negative = inhibition, usual class: inhibitors; 230,000 tested, under 10 active; further: % of control where 0% means no effect
#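 Bead-based AlphaScreen assay; binding partners His-tagged CBF-beta and biotinylated RUNX1 at 30 nM each. Compound exposure 15 min after a 20-min protein preincubation; bead step 90 min; all steps at room temperature.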
# Epigenetic reg: derepresses silenced GFP reporter in murine cells | murine LDR cells, GFP reporter derepression, 30 h | Potency, µM (top dose mostly 53.9 µM), inactives show top-dose GFP activation, most hits filed as activators | 280,000 tested, 0.2% active; further: potency means the concentration at half of the fitted maximal effect; % of control where 0% means no effect; nearly all actives have a fitted effect of over 60% in size
#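 GFP-positive cell count by laser-scanning cytometry (objects 20–120 um) after 30 h, 37 C compound exposure of murine LDR cells; reporter is CMV-GFP integrated at a silenced locus, inducible by HDAC or DNMT inhibitors.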
# Tau fluor cs: counter-screen for tau fibril formation inhibitors; Potency, µM (doses to about 57.7 µM), for the others: at the top dose activity change, negative = decrease; 280,000 tested, 0.93% active; tau K18 P301L (four-repeat tau fragment) Alexa594 fluorescence, heparin fibrillization; AID 1463; further: potency means the concentration at half of the fitted maximal effect; on the % scale 0 is the no-effect control and ±100 the full control effect; nearly all actives have a fitted effect of over 55% in size
#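 Human K18 P301L tau (15 uM unlabeled plus 0.24 uM Alexa 594-labeled, final) in 100 mM sodium acetate pH 7 was mixed with compound and 20 uM heparin and incubated 6 hr at 37 C.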
# TexasRed fluor: alters Texas Red total fluorescence, flagging assay interference; TRb/SRC2 Texas Red total fluorescence interference; Potency, µM (titrated, usually from 106 µM), for the others: at the top dose fluorescence change, negative = quenching; 280,000 tested, 0.29% active; AID 1479; active means well fitted curve in either direction with a large enough effect; inconclusive means small, poorly fitted or top-dose-only effect; further: potency means the concentration at half of the fitted maximal effect; on the % scale 0 is the no-effect control and ±100 the full control effect
#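 Human TRβ ligand-binding domain (0.6 uM) and Texas Red SRC2 peptide (20 nM) in Tris buffer with 1 uM T3 and 5% DMSO were incubated with pinned compound for 5 hr at ambient temperature. Total fluorescence was computed as S + 2P (555/632 nm).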
# TRb-SRC2 inh: inhibitors of human thyroid hormone receptor beta-SRC2 interaction. TRbeta-SRC2 peptide binding, fluorescence polarization; receptor liganded with 1 µM T3. Potency, µM (titrated, usually from 106 µM), for inactives: at the top dose activity change, negative = inhibition, hits mostly inhibitors. 280,000 tested, 0.065% active;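 further: potency means the concentration at half of the fitted maximal effect; plate controls were bound peptide for no effect and peptide without receptor for full effect; nearly all actives have a fitted effect of over 50% in size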
# Target sequence (P10828 whole entry, looked up): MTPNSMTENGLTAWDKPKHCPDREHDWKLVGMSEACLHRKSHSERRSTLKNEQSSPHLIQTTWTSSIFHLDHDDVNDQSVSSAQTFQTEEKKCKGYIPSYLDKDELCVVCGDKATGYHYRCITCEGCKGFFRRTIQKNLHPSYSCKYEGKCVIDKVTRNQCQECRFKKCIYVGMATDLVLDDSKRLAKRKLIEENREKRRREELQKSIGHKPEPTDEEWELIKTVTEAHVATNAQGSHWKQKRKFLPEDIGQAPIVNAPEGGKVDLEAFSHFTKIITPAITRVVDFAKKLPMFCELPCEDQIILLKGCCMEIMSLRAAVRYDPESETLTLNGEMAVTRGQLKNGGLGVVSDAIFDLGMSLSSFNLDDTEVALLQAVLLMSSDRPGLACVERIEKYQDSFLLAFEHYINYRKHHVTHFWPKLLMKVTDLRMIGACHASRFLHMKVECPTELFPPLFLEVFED
#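 A fluorescence polarization screen tested compounds at multiple concentrations against complex formation between 0.6 uM TRb ligand-binding domain and 20 nM Texas Red SRC2 peptide, with 1 uM T3 present; readout after 5 hr.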
# aGal spleen mod: inhibitors or activators of human alpha-galactosidase in spleen homogenate. Potency, µM (top dose mostly 80 µM), inactives show at the highest dose activity change, negative = inhibition, usual class: inhibitors. human spleen homogenate, 4MU-alpha-Gal fluorescence, 40 min. P06280. AID 2107. 240,000 tested, 0.008% active;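 further: potency means the concentration at half of the fitted maximal effect; 0% = enzyme with vehicle and -100% = no enzyme basal signal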
# Target sequence (P06280 32-429 limits assumed): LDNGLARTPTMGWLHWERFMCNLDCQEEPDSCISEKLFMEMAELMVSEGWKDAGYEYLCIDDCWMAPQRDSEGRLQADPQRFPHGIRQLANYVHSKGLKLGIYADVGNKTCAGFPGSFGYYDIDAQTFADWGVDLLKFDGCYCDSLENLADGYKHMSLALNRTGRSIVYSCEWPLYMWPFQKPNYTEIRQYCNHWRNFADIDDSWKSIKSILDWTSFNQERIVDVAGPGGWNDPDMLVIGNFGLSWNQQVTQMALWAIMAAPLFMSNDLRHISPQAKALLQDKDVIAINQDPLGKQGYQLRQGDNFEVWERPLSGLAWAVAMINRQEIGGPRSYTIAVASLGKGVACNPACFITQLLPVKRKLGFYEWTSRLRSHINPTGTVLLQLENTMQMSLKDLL
#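 Human spleen homogenate (1 ug) as enzyme source, 4-methylumbelliferyl-alpha-D-galactopyranoside 1 mM final, citrate/phosphate pH 5.0 with 0.01% Tween-20. Compounds 40 min at 37C, NaOH/glycine stop; fluorescence Ex 365/Em 440, Hill-fit AC50.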
# NPSR antagonist: neuropeptide S receptor (human) antagonism, cAMP | Potency, µM (doses to about 38.3 µM), inactives show top-dose activity change, negative = inhibition, hits mostly inhibitors | Q6W5P4 | CHO-NPSR cells, cAMP TR-FRET, antagonist mode | AID 1461 | 220,000 tested, 1% active; further: potency means the concentration at half of the fitted maximal effect; on the % scale 0 is the no-effect control and ±100 the full control effect; nearly all actives have a fitted effect of over 50% in size; many of its hits are not listed in these tables
# Tau FP inhib: tau fibrillization inhibition (FP); P10636; K18 P301L tau heparin fibrillization, Alexa594 FP, 6 h; Potency, µM (series often up to 57.7 µM), without a hit: top-dose activity, negative = inhibition, actives largely listed as inhibitors; 280,000 tested, 0.39% active; AID 1468; further: potency means the concentration at half of the fitted maximal effect; on the % scale 0 is the no-effect control and ±100 the full control effect; nearly all actives have a fitted effect of over 55% in size
# Target sequence (P10636 561-689 P618L limits assumed): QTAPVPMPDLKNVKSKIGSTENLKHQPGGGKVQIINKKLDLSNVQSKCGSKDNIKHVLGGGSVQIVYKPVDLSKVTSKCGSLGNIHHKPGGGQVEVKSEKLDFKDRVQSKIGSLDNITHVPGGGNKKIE
#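 Compound effects on tau fibrillization are measured by Alexa 594 fluorescence polarization (ex 555, em 632 nm). K18 P301L tau is used at 15 uM with 0.24 uM labeled tracer, and 20 uM heparin induces aggregation over 6 hr at 37 C.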
# Numbers without * were called inactive; ? = inconclusive; . = no result given; [ ] = dose if it differs, or a comment. Unless noted, the call rests on the fitted dose curve; in most records, active means well fitted curve in the direction sought with a large enough effect; inconclusive means small, poorly fitted or top-dose-only effect, or another doubt; inactive means no such curve, though single readings can be large; an effect the other way counts as inactive or inconclusive. These rows are one share of the data; count on the stated rates, not on these rows.
SMILES,CBFb-RUNX1 inh,Epigenetic reg,Tau fluor cs,TexasRed fluor,TRb-SRC2 inh,aGal spleen mod,NPSR antagonist,Tau FP inhib
COc1cc(OC)c(OC)cc1CN1CCN(c2ccccc2OC)CC1,6%,-1.0%,-2%,-1%,-12%,3%,-14%[46.1 µM],-6%
O=[N+]([O-])c1ccc(/C=C2\CCC(C3=CCCC3)=C2N2CCOCC2)cc1,-21%,?,?,1%,2%,2%,-19%,?
O=C(CCCn1c(=O)c2ccccc2n(CC(=O)N2CCN(c3ccccc3)CC2)c1=O)NCc1ccco1,-6%,-2.0%,-16%,1%,1%,-2%,-8%,-7%
O=C(Nc1ccc2nc(-c3cccs3)[nH]c2c1)c1cccs1,1%,-2.0%,-3%,-4%,3%,-12%,15%[46.1 µM],-6%
COC(=O)c1ccc(N2C(=O)CC(N3CCN(C(=O)c4ccco4)CC3)C2=O)cc1 (stereo not given),1%,-14%,-5%,3%,9%,1%,-13%[46.1 µM],-5%
CC(C)c1cc(C(=O)O)c2ccccc2n1,5%,2.6%,12%,-1%,-6%,2%,10%,0%
O=[N+]([O-])c1ccc(CN2CCOCCOCCN(Cc3ccc([N+](=O)[O-])cc3)CCOCC2)cc1,-12%,-3.2%,-23%,-4%,-5%,1%,-9%,0%
CN1Cc2cccc3c2C(Cc2ccccc2S3)C1 (stereo not given),-4%,0.0%,-17%,-4%,-4%,5%,0%,9%
O=c1c([N+](=O)[O-])cccn1Cc1ccccc1Cl,-4%,2.2%,-4%,-2%,-3%,-9%,8%,2%
O=C1CC(c2ccccc2)c2ccccc21 (stereo not given),-11%,-0.3%,4%,-4%,-6%,4%,2%,2%
Cc1ccc(CNC(=O)c2ccc3c(c2)nc2n3CCCC2)cc1,.,-0.5%,-3%,0%,-8%,.,.,0%
C=CCOc1ccc(C2=NO[C@@H]3[C@@H]4C[C@@H]([C@H]5C(=O)N(C)C(=O)[C@@H]45)[C@H]23)cc1,3%,0.7%,6%,-1%,-10%,11%,8%,9%
CCOc1ccc(N(CC(=O)NC2CCCCC2)S(=O)(=O)c2c(C)noc2C)cc1,-4%,-1.0%,-1%,-2%,4%,-4%,-2%[46.1 µM],9%
Cc1cccn2c(=O)c(/C=C(\C#N)c3nc4ccccc4s3)c(Oc3ccc(Br)cc3)nc12,.,0.0%,3%,-79%[1.83 µM],-33%[1.83 µM],.,.,5%
O=C(C1Cc2ccccc2O1)N1CCCCC1 (stereo not given),9%,1.6%,0%,1%,-4%,3%,-3%[46.1 µM],1%
O=C(N/N=C/c1ccc(Cl)cc1)c1cc2c(s1)-c1ccccc1CC2,10%,1.2%,?,-2%,1%,-3%,11%[46.1 µM],?
CCOC(=O)c1cc2sccc2n1CCCN1C(=O)c2ccccc2C1=O,22%,-0.9%,-28%,-3%,0%,1%,?,0%
CCn1ncc(Br)c1C(=O)Nc1nccs1,12%,2.5%,-12%,-3%,-4%,2%,8%[46.1 µM],-12%
CCCS(=O)(=O)c1nc(S(=O)(=O)c2ccc(C)cc2)c(NCCCN(C)C)s1,5%,-0.2%,-1%,2%,2%,2%,-32%,-5%
Cc1cc(N2CC34C=CC(O3)C(C(=O)O)C4C2=O)no1 (stereo not given),0%,6.9%,-2%,1%,-5%,9%,-11%[46.1 µM],4%
COc1ccccc1/C=N/N1C(=O)C(CC(=O)Nc2ccc([N+](=O)[O-])cc2OC)SC1=Nc1cccc(C)c1C (stereo not given),-1%,-3.4%,-30%,1%,4%,10%,-9%,-10%
Cc1ccc([N+](=O)[O-])cc1S(=O)(=O)Nc1ccc(C(=O)N(C)C)cc1,12%,8.7%,-11%,0%,-2%,4%,-14%,1%
Brc1ccc2[nH]c3nc(SCCN4CCOCC4)nnc3c2c1,-1%,0.0%,4%,-4%,6%,4%,10%,5%
CC1=C(C(N)=O)C(c2cccs2)NC(=O)N1 (stereo not given),11%,-0.4%,6%,0%,-2%,1%,9%,7%
S=C(NCCCN1CCOCC1)NC1CCCC1,8%,-1.5%,0%,-3%,-6%,2%,16%,-1%
# (further entries)
SMILES,CBFb-RUNX1 inh,Epigenetic reg,Tau fluor cs,TexasRed fluor,TRb-SRC2 inh,aGal spleen mod,NPSR antagonist,Tau FP inhib
COc1ccc(CN2CCN(Cc3ccccc3)C(CCO)C2)cc1OC (stereo not given),15%,0.0%,-14%,0%,8%,3%,-9%,-19%
O=C(NCC(c1ccc2c(c1)OCO2)N1CCOCC1)C(=O)Nc1cccc(Cl)c1 (stereo not given),.,8.0%,-10%,-1%,1%,.,.,-8%
COc1ccc(NC(C)c2ccccc2)cc1 (stereo not given),-18%,-1.4%,-18%,0%,0%,-3%,8%,7%
CCN(CC)C(=O)CSC(=Nc1ccccc1F)NC#N,-3%,4.0%,-18%,1%,3%,-2%,-10%[46.1 µM],-7%
CCCNC(=O)NC1CCCCCCC1,11%,-4.9%,2%,2%,2%,2%,-11%,-7%
Cc1ccc(NC2c3ccccc3C(=O)N2CCN2CCOCC2)cc1 (stereo not given),1%,-5.6%,-3%,-1%,-1%,-2%,-6%[46.1 µM],8%
CCCN(C(=O)c1ccco1)c1nnc(-c2ccncc2)s1,5%,-1.0%,-8%,-3%,-16%,5%,11%,-5%
N=S(=O)(O)Cc1noc2ccccc12,1%,2.4%,-18%,-1%,-6%,5%,-4%[46.1 µM],-3%
CC(=O)N1CC2(C)CN(C(C)=O)CC(C)(C1)C2=O,0%,1.5%,4%,0%,-6%,-4%,22%[46.1 µM],1%
CC(C)OC(=O)C1C(=O)CC(C)(O)C(C(=O)OC(C)C)C1c1ccc(F)cc1 (stereo not given),3%,-4.2%,-3%,2%,-2%,0%,-12%[46.1 µM],8%
Cc1cc(Cl)ccc1NC(=O)C1CCCN1C(=O)c1cccs1 (stereo not given),3%,-0.9%,-3%,0%,1%,4%,8%,-4%
CCOC(=O)c1ccc(NC(=O)c2c(NCc3cccs3)sc3c2CCCC3)cc1,.,-1.1%,?,-8%,2%,.,.,-3%
c1ccc(Cn2ncc3c(N4CCOCC4)ncnc32)cc1,2%,-0.8%,1%,-2%,2%,0%,3%[46.1 µM],5%
CCC(=O)Nc1ccc(Nc2nc(Cl)nc(Nc3ccc(NC(=O)CC)cc3)n2)cc1,-24%,16%,-20%,0%,1%,2%,16%,-2%
CN(Cc1cccs1)C(=O)Cn1cnc2ccccc2c1=O,6%,1.3%,4%,-2%,6%,4%,15%,1%
COc1ccc(N2CCN(C(c3cc(OC)ccc3OC)c3nnnn3CC3CCCO3)CC2)cc1 (stereo not given),-4%,3.5%,-12%,-3%,3%,6%,-6%[46.1 µM],10%
CCOC(=O)N1CCC(NC(=O)CCC(=O)N2CC(C)Oc3ccc(Cl)cc32)CC1 (stereo not given),12%,-13%,1%,0%,-6%,3%,22%[46.1 µM],4%
CC(=O)c1c(C)n(-c2cccc(C)c2)c2ccc(OC(=O)COc3ccccc3)cc12,.,-2.5%,-8%,-4%,6%,.,.,-9%
CN(C)c1ccc(P(=O)(OC2CCCCC2)C(Nc2ccccc2)c2cccnc2)cc1 (stereo not given),7%,1.0%,7%,-2%,0%,-4%,-56%,2%
O=C1/C(=C/c2c[nH]c3ccccc23)CCC/C1=C\c1c[nH]c2ccccc12,?,?,7.9µM*[quencher],-3%,2%,-4%,-43%,8%
COc1cccc(NC(CNS(=O)(=O)c2ccc(Cl)cc2)c2ccccc2)c1 (stereo not given),.,5.6%,10µM*[quencher],-3%,-4%,.,.,10%
CC(C)c1nc(-c2ccccn2)no1,3%,0.0%,-4%,-1%,-10%,2%,2%[46.1 µM],-2%
COc1cc(/C=C2\SC(=Nc3cccnc3)NC2=O)cc(OC)c1OC,6%,-0.1%,-5%,2%,7%,8%,15%,5%
Cc1cc(CNC(=O)c2cccnc2Cl)c2ccccc2n1,1%,0.8%,5%,1%,-17%,6%,24%,-2%
COCCCn1c(=O)c2sccc2n2c(CCCC(=O)NC3CCC(C)CC3)nnc12 (stereo not given),.,-1.0%,9%,-3%,-2%,.,.,7%
Cc1cccc(-c2cc3nc4c(c(N5CCCC(O)C5)n3n2)CCC4)c1 (stereo not given),0%,-0.7%,-13%,-5%,-11%,-8%,?,6%
O=C1CCCC(O)=C1C=NCCc1ccccc1,-6%,1.0%,3%,2%,-2%,8%,23%[46.1 µM],?
CCN(CC)S(=O)(=O)c1cccc(-c2nnc(SCC(=O)N3CCC(C(=O)O)CC3)n2N)c1,6%,-1.3%,-4%,4%,-1%,4%,18%,-1%
CS(=O)(=O)N(CC(=O)N1CCCCC1)c1ccc(Cl)c(C(F)(F)F)c1,-3%,-1.6%,9%,-1%,6%,7%,-8%[46.1 µM],4%
COc1ccc(C(=O)/C=C/c2cn(CC(O)CN(CC(C)C)CC(C)C)c3ccccc23)cc1OC (stereo not given),.,?,-30%,-4%,3%,.,.,-5%

# Compound activity as filed in PubChem.
